# From PubChem
# D2 PAM – HTS Assay for Positive Allosteric Modulators of the Human D2 Dopamine Receptor: Primary Screen for Potentiators | D(2) dopamine receptor (Homo sapiens), P14416 | HEK293 T-REx D2, calcium flux, EC20 dopamine potentiation | potentiation, % at 10 µM | 0.34% of 340,000 active;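 active means potentiation over 3 SD above the plate norm, cut at about 30% in these data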; further: 0% is about no effect
#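 Cells plated with tetracycline inducer and held overnight at 30 C; calcium dye loaded 30–90 min at room temperature; baseline taken, compound added and read 180 s; EC20 dopamine then added and read 180 s.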
# D1 potentiator – Potentiators of Human D1 Dopamine Receptor: qHTS; D(1A) dopamine receptor (Homo sapiens), P21728; HEK293 TREx D1 cells, calcium flux, dopamine EC20 potentiation; potentiation, % at 10 µM; 0.036% of 360,000 active; AID 504651, 2011; in the data active means potentiation above about 30%; further: 0% is about no effect
# Target sequence (P21728 whole entry, looked up): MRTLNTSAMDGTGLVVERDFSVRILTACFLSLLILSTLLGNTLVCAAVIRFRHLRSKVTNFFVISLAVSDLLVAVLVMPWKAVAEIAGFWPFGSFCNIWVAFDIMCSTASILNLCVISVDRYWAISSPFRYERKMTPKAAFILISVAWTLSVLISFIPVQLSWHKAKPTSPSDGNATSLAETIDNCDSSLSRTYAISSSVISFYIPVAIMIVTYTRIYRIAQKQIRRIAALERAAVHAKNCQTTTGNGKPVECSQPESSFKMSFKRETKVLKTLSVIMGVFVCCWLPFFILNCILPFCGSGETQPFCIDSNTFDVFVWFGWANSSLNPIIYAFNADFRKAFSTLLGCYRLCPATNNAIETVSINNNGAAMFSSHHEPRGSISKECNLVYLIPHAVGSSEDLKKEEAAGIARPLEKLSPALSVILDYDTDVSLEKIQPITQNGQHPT
# RXFP1 ag – qHTS Assay for Agonists of the Relaxin Receptor RXFP1 | Relaxin receptor 1 (Homo sapiens), Q9HBX9 | HEK293T-RXFP1 cAMP TR-FRET, 30 min; response scale: percent of porcine relaxin response, buffer zero | Potency, µM (doses to about 57.5 µM), for inactives: top-dose activation, actives largely listed as activators | 0.3% of 370,000 active | AID 2676, 2010; further: potency means the concentration at half of the fitted maximal effect; on the % scale 0 is the no-effect control and ±100 the full control effect; nearly all actives have a fitted effect of over 60% in size; many of its hits are not listed in these tables
#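 cAMP rise read by TR-FRET after 30 min, 37C compound exposure (up to 58 uM) in RXFP1-transfected HEK293 cells with Ro 20174 present. EC50 from Hill-equation fits, with 29 nM porcine relaxin as 100% and buffer as basal.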
# TRHR PAM – qHTS for Small Molecule Agonists and Allosteric Enhancers of Human TRH Receptor: Primary Screen for Enhancers; Thyrotropin-releasing hormone receptor (Homo sapiens), P34981; TRHR cells, fluo-8 calcium fluorescence, EC20 TRH enhancement; enhancement, % at 2 µM; 0.66% of 360,000 active; in the data active means enhancement above about 30%; further: 0% is about no effect
# Target sequence (P34981 whole entry, looked up): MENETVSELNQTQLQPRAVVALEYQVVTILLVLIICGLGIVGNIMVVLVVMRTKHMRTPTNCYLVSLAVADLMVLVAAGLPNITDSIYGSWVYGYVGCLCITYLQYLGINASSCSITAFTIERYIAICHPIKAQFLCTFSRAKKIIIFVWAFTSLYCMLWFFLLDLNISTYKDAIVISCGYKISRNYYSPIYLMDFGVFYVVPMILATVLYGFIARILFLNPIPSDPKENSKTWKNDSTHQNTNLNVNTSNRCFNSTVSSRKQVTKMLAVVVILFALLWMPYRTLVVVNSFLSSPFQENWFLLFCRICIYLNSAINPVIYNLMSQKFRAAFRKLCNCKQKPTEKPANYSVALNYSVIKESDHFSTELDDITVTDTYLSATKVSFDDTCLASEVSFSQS
#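 Enhancer read-out: after compound pinning and an initial kinetic agonist-mode read, an EC20 of TRH (10 nM final) was injected and fluo-8 calcium signal (Ex 480/Em 530) followed at 1 s/cycle for 100 cycles in TRHR-expressing cells.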
# D1 antag – Antagonist of Human D 1 Dopamine Receptor: qHTS. D(1A) dopamine receptor (Homo sapiens), P21728. HEK293 TREx D1 cells, calcium flux, dopamine EC80; active compounds read low. activity change, negative = inhibition, % at 10 µM. 3.2% of 360,000 active; in the data active means activity change below about -30%; further: on the % scale 0 is the no-effect control and ±100 the full control effect
#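 HEK293 T-REx cells expressing inducible, force-coupled D1 receptor; no-wash Ca dye, 30–90 min RT. Cmpd → 180 s read at 1 Hz → EC80 DA → 180 s read.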
# D1 agonist – Allosteric Agonists of the Human D1 Dopamine Receptor: qHTS; 1% of 360,000 active; activation, % at 2 µM; HEK293 T-REx D1 cells, calcium flux, agonist mode; in the data active means activation above about 30%; further: 0% is about no effect
#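 Tetracycline-induced HEK293 TREx D1 cells, force-coupled to calcium signalling, were dye-loaded with a no-wash calcium kit. Compound was pin-added after a 10 s baseline. Fluorescence was read kinetically at 1 cycle/s for 180 s, with calcium rises flagged as agonism.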
# Anesthetic bind – qHTS Assay for Identification of Novel General Anesthetics. Ferritin light chain (Equus caballus), P02791. apoferritin/1-aminoanthracene competitive binding, fluorescence. Potency, µM (series often up to 77.5 µM), without a hit: top-dose activity change, negative = displacement, actives largely listed as inhibitors. 0.074% of 350,000 active; further: potency means the concentration at half of the fitted maximal effect; on the % scale 0 is the no-effect control and ±100 the full control effect; nearly all actives have a fitted effect of over 20% in size
# Target sequence (P02791 2-175 limits assumed): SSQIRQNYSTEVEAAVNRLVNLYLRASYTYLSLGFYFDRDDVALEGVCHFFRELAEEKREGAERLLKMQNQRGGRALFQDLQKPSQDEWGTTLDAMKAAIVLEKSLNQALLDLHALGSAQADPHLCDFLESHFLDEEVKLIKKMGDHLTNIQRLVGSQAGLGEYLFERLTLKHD
#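 Apoferritin-based anesthetic binding model; compound displacement of fluorescent 1-AMA measured as endpoint fluorescence after 10 minutes at room temperature, scaled to free-ligand and complex controls.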
# TRHR ag – qHTS for Small Molecule Agonists and Allosteric Enhancers of Human TRH Receptor: Primary Screen for Agonists; TRHR cells, calcium flux fluo-8, FDSS agonist mode; activation, % at 2 µM; 0.18% of 360,000 active; in the data active means activation above about 30%; further: 0% is about no effect
#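 Fluo-8-loaded TRHR cells; 10 s baseline, compound added, kinetic Ca2+ fluorescence read 1/s, agonist mode.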
# RXFP1 antag – qHTS Assay for Antagonists of the Relaxin Receptor RXFP1. Relaxin receptor 1 (Homo sapiens), Q9HBX9. HEK293-RXFP1, relaxin-stimulated cAMP HTRF, 30 min; active compounds read low. activity change, negative = inhibition, % at 57.5 µM. 0.59% of 350,000 active;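 active means activity change of -60% or lower, but not beyond a set lower limit; inconclusive means change between -60% and -40%, or beyond the set limit; inactive means change above -40%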; further: on the % scale 0 is the no-effect control and ±100 the full control effect
# An asterisk follows results filed as active; ? = inconclusive; / = no result given; & = joins results of further samples; [ ] = remark or other dose. Unless noted, the call rests on the fitted dose curve; in most records, active means well fitted curve in the direction sought with a large enough effect; inconclusive means small, poorly fitted or top-dose-only effect, or another doubt; inactive means no such curve, though single readings can be large; an effect the other way counts as inactive or inconclusive.
molecule	D2 PAM	D1 potentiator	RXFP1 ag	TRHR PAM	D1 antag	D1 agonist	Anesthetic bind	TRHR ag	RXFP1 antag
COc1ccccc1NC1=C(NC(C)=O)C(=O)c2ccccc2C1=O	8	4	1.7%	-4	4	-1	-19%	-1.3	-13
O=C(CCc1nc(-c2ccccc2F)no1)NCCc1ccccc1Cl	10	-8	2.3%	-4	-19	11	-21%	-0.2	-16
O=C(NCc1ccccc1OC(F)(F)F)C1CCC(=O)N(Cc2ccccn2)C1 (stereo not given)	7	-6	1.9%	0	2	1	0%	-0.2	5
C=CCNC(=S)NNC(=O)COc1ccc(Br)cc1	8	0	0.6%	-3	2	4	7%	0.1	18
Nc1ccccc1S(=O)(=O)NCCCCc1ccccc1	13	-3	5.9%	28	-3	24	?	-1.5	11
CC1(C)C(=O)OC(c2cccn2-c2ccc([N+](=O)[O-])cc2)C2(CCCCC2)C1=O (stereo not given)	8	0	3.3%	4	14	2	-11%	-0.1	-16
COc1ccc(CNC(=O)COC(=O)/C=C/c2cccc(Br)c2)cc1OC	9	-5	1.2%	5	-28	18	?	0.3	-1
O=C(N/N=C/c1c(O)n(-c2ccccc2Cl)c(=O)c2ccccc12)C1COc2ccccc2O1 (stereo not given)	-4	-4	-0.5%	-2	-12	5	91%[activator]	3.0	-32
Cc1cccc(-c2noc(-c3cccnc3NCc3ccco3)n2)c1	2	-1	-2.3%	6	-16	10	-7%	0.7	/
Cc1ccc(C)c(Cn2nnc3c(=O)[nH]c(C4CCCN(C(=O)CC(C)C)C4)nc32)c1 (stereo not given)	4	-2	2.3%	3	12	1	?	-1.9	1
COc1cccc(CC(=O)Nc2ccc3nc(Nc4cccc(C(F)(F)F)c4)cc(C)c3c2)c1	1	-2	5.5%	-4	-6	-1	562%[activator]	0.1	/
Cc1cc(=O)[nH]c(SCc2cccc3cccnc23)n1	1	-1	3.9%	-9	-4	2	-17%	2.0	-6
O=C(/C=C/c1ccccc1)N1CCN(Cc2cc(=O)n3nc(-c4ccccc4F)sc3n2)CC1	-4	0	2.5%	-3	7	0	-3%	-0.4	/
CC(C)CC(NC(=O)C1CCC(C)CC1)C(=O)Nc1ccccn1 (stereo not given)	-4	-7	-0.1%	-12	-32*	0	-11%	-0.3	6
Cc1ccc(N(C)S(=O)(=O)c2nnc(NC(=O)C3CCCCC3)s2)cc1	-3	1	3.2%	-2	-10	2	-3%	-0.4	3

# The final 2 entries of the section before come first, to join the parts.
molecule	D2 PAM	D1 potentiator	RXFP1 ag	TRHR PAM	D1 antag	D1 agonist	Anesthetic bind	TRHR ag	RXFP1 antag
CC(C)CC(NC(=O)C1CCC(C)CC1)C(=O)Nc1ccccn1 (stereo not given)	-4	-7	-0.1%	-12	-32*	0	-11%	-0.3	6
Cc1ccc(N(C)S(=O)(=O)c2nnc(NC(=O)C3CCCCC3)s2)cc1	-3	1	3.2%	-2	-10	2	-3%	-0.4	3
Cc1ccc(CNC(=O)CCC2CCCN(Cc3cc4ccccc4o3)C2)o1 (stereo not given)	-9	-3	2.7%	7	2	0	-11%	0.0	-12
CCOc1ccc(S(=O)(=O)NCc2ccccn2)c(C)c1C	3	0	0.7%	-1	-3	2	-4%	-0.4	3
O=C(c1cnc2n(c1=O)CCS2)N1CCN(c2ccc([N+](=O)[O-])cc2)CC1	-7	6	0.9%	1	-1	0	-10%	-0.1	-2
O=C(NCCN1CCOCC1)c1cccc(S(=O)(=O)Nc2cc(Cl)ccc2Cl)c1	-10	-3	2.0%	2	-24	4	/	0.0	-15
CCc1ccc(NC2CC(=O)N(CCc3ccc(OC)c(OC)c3)C2=O)cc1 (stereo not given)	-7	2	0.1%	12	-4	1	-20%	0.6	-13
CCCNC(=O)Nc1ccccc1C(=O)Nc1ccc(OC)cc1	-5	-8	-1.3%	-1	-1	2	-15%	-0.3	5
Cc1cc(C(=O)Nc2cccc(/C=C/C(=O)O)c2)c(C)o1	3	0	3.7%	-2	1	1	-7%	1.4	15
CCC(=O)N1CCc2cc(Br)cc(S(=O)(=O)N3CCC(C(=O)Nc4cccc(C)c4)CC3)c21	18	-1	6.3%	-11	4	6	48%[activator]	0.3	10
CNC(=O)C1CCN(S(=O)(=O)c2c(C)noc2/C=C/c2ccc(OC)cc2)CC1	12	-1	1.8%	8	-4	1	-8%	-0.1	-5
Cc1cc(C)c(S(=O)(=O)c2ccccc2)c(Cl)n1	7	1	-0.8%	-10	7	4	2%	0.5	-4
Cc1c(Cl)cccc1NC(=S)NCCc1ccc(Cl)cc1	2	-1	1.4%	-3	-15	14	-10%	0.2	-25
Cc1ccc(-n2ncc3c(=O)[nH]c(SCC(=O)N4CCOCC4)nc32)cc1	10	-4	2.1%	7	-9	1	4%	-0.3	-8
O=C(CSCc1ccccc1Cl)NCc1ccc(Cl)c(Cl)c1	5	-1	4.8%	-4	7	10	113%[activator]	1.2	7
CCOC(=O)c1[nH]c2cc(OC)c(OC)cc2c1NC(=O)CN1CCN(C)CC1	11	2	0.6%	1	1	2	-8%	0.8	/
Cc1nn(Cc2ccccc2Cl)c(C)c1NC(=O)c1cc(-c2ccc(F)cc2)on1	-2	-4	2.6%	-2	-10	4	-7%	0.6	-1
N/N=c1\sc2ccccc2n1-c1ccccc1	10	1	-0.9%	1	10	16	0%	-0.7	-8
N#Cc1c(-c2ccccc2)cc(-c2ccccc2)[nH]c1=O	12	3	25%	6	2	0	6%	-0.3	3
CCC(=O)Nc1ccc(NC(=O)CSc2nnc(-c3ccco3)n2C)cc1	-8	-5	-2.3%	-5	5	2	-2%	0.7	3
CCc1ccc(NC(=O)CSC2=Nc3ccccc3C3=NC(CCC(=O)NCc4ccco4)C(=O)N23)cc1 (stereo not given)	-12	-3	15%	-11	4	3	?	-0.5	-26
O=C1c2cccc3cc([N+](=O)[O-])cc(c23)C(=O)N1CCN1CCCC1	-10	10	2.6%	-4	7	1	4%	0.2	-21
Cc1ccc(NC(=O)c2ccc(NCC3CCCO3)c([N+](=O)[O-])c2)cc1Cl (stereo not given)	-6	0	1.3%	18	6	-2	-6%	1.6	-10
COCC(C)NCc1cccc2ccccc12 (stereo not given)	-5	-2	-2.6%	0	-10	1	-9%	0.6	4
Cn1c(=O)oc2cc(S(=O)(=O)NCCN3CCc4ccccc4C3)ccc21	-2	1	-1.3%	-4	5	0	-6%	-0.1	/
CCOC(=O)C(C(=O)OCC)C(C[N+](=O)[O-])c1ccccc1 (stereo not given)	-3	0	-0.1%	-4	1	1	-3%	-2.0	25
COCCCNC(=O)C1CCN(C(=O)c2cc3sccc3n2Cc2ccc(F)cc2)CC1	-5	0	0.2%	-3	5	2	-16%	-0.3	-2
CCNc1nc(SCC(=O)Nc2ccc(Cl)c(Cl)c2)nc(N(C)C)n1	0	-5	-1.8%	1	21	1	-8%	0.0	/
O=C(CSc1nc2ccccc2[nH]1)N1CCN(c2ccccc2)CC1	-8	-3	-1.2%	0	1	0	-11%	0.0	-8
CCC(=O)N1c2ccccc2CC1C(=O)NCc1ccccc1Cl (stereo not given)	-4	0	3.1%	-5	16	-1	5%	1.1	2
CCOc1cc(CNCc2ccccn2)ccc1OCC(=O)NC1CCCCC1	-8	1	1.4%	-5	-10	2	-16%	-0.1	1
COc1ccc(C(=O)N2CCN=C2SCc2cccnc2)cc1OC	2	/	0.1%	2	-8	2	-10%	-0.1	/

# 2 of the compounds above, with each value named.
> CCOc1cc(CNCc2ccccn2)ccc1OCC(=O)NC1CCCCC1
  D2 PAM: -8
  D1 potentiator: 1
  RXFP1 ag: 1.4%
  TRHR PAM: -5
  D1 antag: -10
  D1 agonist: 2
  Anesthetic bind: -16%
  TRHR ag: -0.1
  RXFP1 antag: 1

> COc1ccc(C(=O)N2CCN=C2SCc2cccnc2)cc1OC
  D2 PAM: 2
  D1 potentiator: /
  RXFP1 ag: 0.1%
  TRHR PAM: 2
  D1 antag: -8
  D1 agonist: 2
  Anesthetic bind: -10%
  TRHR ag: -0.1
  RXFP1 antag: /

# (list continues)
molecule	D2 PAM	D1 potentiator	RXFP1 ag	TRHR PAM	D1 antag	D1 agonist	Anesthetic bind	TRHR ag	RXFP1 antag
CCOc1ccc(-c2onc(C(F)(F)F)c2-c2cscn2)c(O)c1	-11	-4	-0.2%	7	/	16	-12%	-0.6	-36
O=C(CSc1nnc(C2COc3ccccc3O2)o1)Nc1ccc(F)cc1Cl (stereo not given)	-2	-2	1.5%	-6	-10	8	?	0.5	8
COc1ccc(NC(=O)c2ccccc2NC(=O)COc2ccccc2)cc1	0	1	2.8%	5	/	0	-7%	0.4	-1
CC(C)(C)NC(=O)NC(=O)CN1CCN(S(=O)(=O)c2ccccc2)CC1	5	-1	2.3%	3	-4	1	-1%	0.0	-8
Cc1cc(C)n2nc(C(=O)N/N=C/C=C/c3ccccc3)nc2n1	14	3	-0.9%	1	-9	4	-1%	0.8	-15
CCOC(=O)N1CCN(Cc2nc(Cc3cccc(F)c3)no2)CC1	-13	-2	1.7%	-3	6	0	-3%	-0.9	9
OC1(c2ccc(F)cc2)CN(c2ccccc2)C2=[N+]1CCS2 (stereo not given)	-2	-2	0.4%	9	4	5	0%	1.6	-10
CCc1cccc(C)c1NC(=O)c1ccoc1C	-8	-7	5.3%	7	-11	1	-12%	-0.2	-18
O=C(Cc1cc(=O)[nH]c(=O)[nH]1)N1CCC(Cc2ccccc2)CC1	-2	1	0.1%	-13	-5	0	7%	0.3	/
Cc1c(NC(=S)NC(=O)c2cccc([N+](=O)[O-])c2)c(=O)n(-c2ccccc2)n1C	4	1	5.0%	-1	2	-1	-10%	-0.1	8
CCOC(=O)c1ccc(NC(=O)CN2Cc3ccccc3C2=O)cc1	-5	5	4.4%	-1	3	3	4%	0.0	-9
Clc1ccc(C2[C@H]3CN(Cc4cccnc4)[C@H](c4ccccc4)C34CC2(c2cccnc2)C4)cn1 (stereo not given in full)	-7	-7	0.0%	0	-27	2	-10%&-11%	0.3	/
CC1(C)Cc2ccccc2-c2nc(-c3ccccc3)oc(=O)c21	24	-1	1.6%	-6	-15	1	?	-0.2	-9

# Only part of the results is shown; count on the stated rates, not on these rows.
